CHRM5 agonist: human M5 muscarinic receptor agonists, primary screen, CHO-K1 cells, Fluo-8 calcium fluorescence. activation, % at 3 µM. CHO-K1 hM5 cells; 0% DMSO wells, 100% maximal acetylcholine response. AID 624037, 2012. hit rate 0.19% among 360,000;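 active = activation above the run's mean over test compounds plus 3 SD, cut at about 23% in these data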;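 also: signal is peak over basal fluorescence ratio across the kinetic read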
Target sequence (P08912 whole entry, looked up): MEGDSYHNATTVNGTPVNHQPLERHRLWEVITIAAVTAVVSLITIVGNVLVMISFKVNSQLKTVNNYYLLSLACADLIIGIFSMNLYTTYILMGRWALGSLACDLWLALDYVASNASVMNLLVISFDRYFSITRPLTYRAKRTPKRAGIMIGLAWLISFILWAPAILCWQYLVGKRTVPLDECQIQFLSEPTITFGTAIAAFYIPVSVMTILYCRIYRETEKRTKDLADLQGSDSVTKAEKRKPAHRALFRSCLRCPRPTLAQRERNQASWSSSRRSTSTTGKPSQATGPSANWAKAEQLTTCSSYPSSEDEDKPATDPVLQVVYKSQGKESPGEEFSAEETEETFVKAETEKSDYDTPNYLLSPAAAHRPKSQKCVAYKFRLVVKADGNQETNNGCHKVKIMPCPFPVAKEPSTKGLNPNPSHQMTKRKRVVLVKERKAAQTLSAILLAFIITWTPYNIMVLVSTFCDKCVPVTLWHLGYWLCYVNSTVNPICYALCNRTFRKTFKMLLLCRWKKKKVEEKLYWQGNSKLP
TAAR1 agonist: human TAAR1 agonists, primary screen, Fluo-8 calcium fluorescence, CHO RD-HGA16 cells | Trace amine-associated receptor 1 (Homo sapiens), Q96RJ0 | vehicle wells 0%, saturating PEA agonist 100% | activation, % at 3 µM | hit rate 0.99% among 360,000;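 active = activation above the mean activation of all test compounds in the run plus 3 SD, cut at about 38% in these data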
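Signal – calcium-sensitive Fluo-8 signal, excitation 470-495, emission 515-575 nm · System – RD-HGA16 (CHO) cells co-expressing Gα16 and hTAAR1 · Incubation – 17-24 h seeding, 75 min 37 °C dye, 30 min RT · Compound dosing – 3 µM single concentration · Repeats – no replicates (n 1)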
CHRM4 PAM: human M4 muscarinic receptor positive allosteric modulators, primary screen, CHO-K1 cells, Fluo-8 calcium fluorescence. Muscarinic acetylcholine receptor M4 (Homo sapiens), P08173. CHO-K1 hM4/Gqi5, ACh EC20; 0% = ACh EC20, 100% = maximal ACh. activation, % at 3 µM. hit rate 0.4% among 360,000. AID 624126, 2012;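 active = activation above its plate's cutoff, the mean activation of sample wells plus 3 SD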; also: some results filed as inactive read as strong as hits
Target sequence (P08173 whole entry, looked up): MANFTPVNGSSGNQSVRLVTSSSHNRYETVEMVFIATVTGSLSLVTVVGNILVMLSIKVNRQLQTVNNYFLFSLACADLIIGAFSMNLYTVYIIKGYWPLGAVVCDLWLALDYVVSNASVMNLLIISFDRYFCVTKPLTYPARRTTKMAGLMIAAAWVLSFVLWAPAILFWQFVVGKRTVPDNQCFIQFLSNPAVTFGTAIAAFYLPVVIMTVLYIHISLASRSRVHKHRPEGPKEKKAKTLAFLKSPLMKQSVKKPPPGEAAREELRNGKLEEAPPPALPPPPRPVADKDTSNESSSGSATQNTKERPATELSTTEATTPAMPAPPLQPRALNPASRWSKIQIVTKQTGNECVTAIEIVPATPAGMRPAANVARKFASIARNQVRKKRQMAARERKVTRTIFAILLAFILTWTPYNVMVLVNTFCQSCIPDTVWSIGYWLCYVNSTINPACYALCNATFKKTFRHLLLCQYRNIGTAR
M1 PAM parental: nonselective calcium activators in parental CHO-K1 cells, primary screen, counter-screen for M1 PAM project, cell-based, Fluo-8 calcium fluorescence, full deck, 1536-well. hit rate 0.02% among 360,000. ATP EC20; 0% at ATP EC20, 100% at ATP max. activation, % at 3 µM. AID 602247, 2012;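 active = activation above the run cutoff, the mean activation of all test compounds plus 3 SD, cut at about 40% in these data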;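 also: peak over basal fluorescence ratio in a 140 s read after ATP addition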
CRFBP-R2 block: antagonists of CRF-BP/CRF-R2 complex, primary screen, cell-based, HEK293, calcium dye fluorescence, uHTS | hit rate 0.59% among 350,000 | CRF-induced calcium fluorescence | AID 588475, 2011 | inhibition, % at 11.8 µM;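 active = inhibition of the ligand-induced calcium signal above about 50% at the single tested concentration, limit read from the data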
TAAR1 antagonist: human TAAR1 antagonists, primary screen, Fluo-8 calcium fluorescence, CHO RD-HGA16 cells; antagonist; hit rate 1.5% among 360,000; AID 624466, 2012; inhibition, % at 3 µM;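 active = inhibition above a per-plate cutoff, the mean inhibition of test compounds on that plate plus 3 SD, cut at about 49% in these data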;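 also: 0% = DMSO plus EC80 beta-PEA response and 100% = DMSO alone without agonist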
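Test system: RD-HGA16 CHO cells with stable hTAAR1 and Gα16 / Probe or stimulus: EC80 β-phenethylamine stimulus / Times: seeding 17-24 h prior, 75-min 37 °C, 30-min RT dye loading / Detection: Fluo-8 calcium-sensitive fluorescence / Read-out basis: % inhibition scaled between DMSO and EC80 PEA controls / Repeats: singlicate, one well per test compound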
M5 antag: human M5 muscarinic receptor antagonists, primary screen, CHO cells, Fluo-8 calcium fluorescence | hit rate 0.59% among 360,000 | inhibition, % at 3 µM | Muscarinic acetylcholine receptor M5 (Homo sapiens), P08912 | AID 624040, 2012 | CHO-hM5 cells, ACh EC80;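 active = inhibition above a per-plate cutoff, the mean of that plate's test compounds plus 3 SD, cut at about 27% in these data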;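 also: 0% = acetylcholine EC80 with DMSO and 100% = DMSO without agonist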
CRFBP-R2 agonist: agonists of CRF-BP/CRF-R2 complex, primary screen, cell-based, HEK293, calcium dye fluorescence, uHTS; CRF-binding protein / CRF receptor 2 complex (human); calcium dye fluorescence (FLIPR); percent of saturating CRF peptide response; activation, % at 13.2 µM; hit rate 0.46% among 350,000;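 active = activation of at least 50%, plus an integration ratio under a set limit after plate pattern correction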;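 also: plate controls were neutral control wells without compound for no effect and CRF at EC100 for full effect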
CHRM5 PAM: human M5 muscarinic receptor positive allosteric modulators, primary screen, CHO-K1 cells, Fluo-8 calcium fluorescence. Muscarinic acetylcholine receptor M5 (Homo sapiens), P08912. CHO-K1 hM5, ACh EC20 PAM; 0% = ACh EC20, 100% = ACh EC100. activation, % at 3 µM. hit rate 0.3% among 360,000;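 active = activation above the run cutoff, the mean activation of all test compounds plus 3 SD, cut at about 18% in these data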
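System: CHO-K1 hM5 cells. Reagent: acetylcholine, EC20 level. Compound dosing: single dose, 3 µM nominal final test concentration. Timing: Post-acetylcholine fluorescence recording 140 s. Detection: Fluo-8 calcium fluorescence. Read-out: % activation, ACh-normalized. Benchmarks: ACh EC20 and EC100 wells. Repeats: singlicate, one well per test compound.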
* marks the source's active call; other numbers are inactive results; x = no result given.

nr	structure	CHRM5 agonist	TAAR1 agonist	CHRM4 PAM	M1 PAM parental	CRFBP-R2 block
1	COc1ccc(CCNC(=O)c2ccc(S(=O)(=O)N3CCCCC3)cc2)cc1	2	6	0	0	-6
2	Cc1cc(OCC(=O)OCC(=O)NCc2cccs2)ccc1Cl	6	5	7	6	5
3	Cc1ccc(S(=O)(=O)Nc2c(NC3CCCCC3)c3ccccc3oc2=O)cc1	-4	4	-7	-13	-13
4	O=C1OC(c2cccs2)Sc2ccccc21 (centres undefined)	-6	-2	4	21	x
5	COc1cc(/C=N/O)ccc1OCc1ccc([N+](=O)[O-])cc1	-1	2	4	12	-12
6	O=C(COC(=O)Cc1ccc(Br)cc1)NCc1ccccc1	-1	-2	6	9	8
7	CCCCc1c(C)nc2ccc(OC)cc2c1SCCC(=O)O	-1	-3	12	-2	-11
8	CCCCCN1C(C)=CC(=C(C#N)C#N)C=C1C	-5	-1	-4	2	-2
9	O=C(CSc1nnc(CNC(=O)c2cccs2)o1)Nc1ccc(Br)cc1	3	9	-4	8	-16
10	CSc1ccc(/C=C(\NC(=O)c2ccco2)C(=O)N2CCCCC2)cc1	0	1	3	-2	-17
11	c1ccc(-c2nn3c(-c4ccccc4)nnc3s2)cc1	-2	0	13	17	-20
12	C=CCn1cc(C(=O)OC)c(=O)c2cc(S(=O)(=O)N(CC)CC)ccc21	-2	5	-3	-5	-29
13	Cc1csc(/C(=N/OC(=O)c2ccco2)C(N)=O)n1	1	1	-2	17	-9
14	CCOC(=O)c1cnc(-c2cccc(OC)c2)[nH]c1=O	-1	6	0	-3	1
15	O=C(NC1CC1)C1CCN(S(=O)(=O)c2ccc(Cl)c([N+](=O)[O-])c2)CC1	-1	1	2	4	5

nr	TAAR1 antagonist	M5 antag	CRFBP-R2 agonist	CHRM5 PAM
1	7	9	0.6	-5
2	2	-4	-4.5	3
3	18	1	-5.0	-1
4	7	-1	x	-3
5	7	12	-2.1	-6
6	-27	3	-0.4	-2
7	-35	-3	-0.4	3
8	22	6	-1.8	2
9	-5	8	0.7	-2
10	6	-7	-0.6	2
11	10	-2	-2.7	-5
12	-2	6	0.2	-4
13	-23	8	0.5	0
14	11	0	-0.3	-4
15	0	-2	-0.6	-1

(list continues)
nr	structure	CHRM5 agonist	TAAR1 agonist	CHRM4 PAM	M1 PAM parental	CRFBP-R2 block
16	COc1cccc2cc(/C(C)=N/NC(=O)c3ccco3)oc12	-1	5	-13	-18	-4
17	COc1cccc(COC(=O)c2cc(S(=O)(=O)N3CCOCC3)ccc2Cl)c1OC	1	11	-2	1	8
18	CSc1ccccc1NC(=O)CN(c1cc(C)cc(C)c1)S(C)(=O)=O	-4	8	7	16	-13
19	COc1ccc(C(=O)c2ccc(Br)cc2)c(OC)c1OC	-9	-1	2	18	37
20	Cc1ccc(C)c(OCCC(=O)OCC(=O)Nc2ccc(N3CCOCC3)cc2)c1	-1	4	7	-14	14
21	Cc1nc(Cn2c3ccc(NC(=S)NC4CCCCC4)cc3c(=O)n2C)cs1	-1	3	0	9	x
22	O=C(Nc1cccc(S(=O)(=O)NC2=NCCC2)c1)C1CC(=O)N(c2ccc3c(c2)OCCO3)C1 (centres undefined)	6	0	3	21	9
23	Cc1cc2c(OCC(O)CNC(C)(C)C)cccc2[nH]1 (centres undefined)	-2	0	2	10	-19
24	COc1cc(C(=O)Nc2nc3ccc(S(C)(=O)=O)cc3s2)cc(OC)c1C	-6	2	-13	7	-8
25	CCCCNS(=O)(=O)c1cc(-c2nn(C)c(=O)c3ccccc23)ccc1C	-1	5	-9	10	9
26	CCN(CC)c1ccc(S(=O)(=O)N2CCOCC2)cc1NC(=O)COC(=O)COc1ccccc1C	-1	-1	-4	11	-8
27	CCOc1ccc(N2CC(C(=O)NCc3cccc(C)c3)CC2=O)cc1 (centres undefined)	-3	3	-3	13	1
28	Cc1ccc(C(=O)CNc2ccc(C)cc2C)cc1	3	7	-2	-22	2
29	COc1cc(NC(=O)C2CCCN(S(=O)(=O)c3ccc4c(c3)oc(=O)n4C)C2)cc(OC)c1 (centres undefined)	0	5	-7	4	1
30	COC(=O)[C@@]1(Cc2ccccc2)[C@H]2C(=O)N(Cc3ccccc3)C(=O)[C@H]2[C@H]2CN=C(SCc3ccccc3)N21	2	3	-8	16	12

nr	TAAR1 antagonist	M5 antag	CRFBP-R2 agonist	CHRM5 PAM
16	3	2	0.2	0
17	34	11	1.6	-14
18	-2	-2	-1.5	4
19	-24	8	-6.4	10
20	-14	-3	0.2	-5
21	-4	15	x	-4
22	3	0	-1.2	8
23	9	6	1.4	-2
24	-3	10	-2.6	-10
25	2	-1	-3.0	-3
26	7	7	1.6	-5
27	-1	2	0.8	-1
28	-18	8	1.8	3
29	-3	-1	-2.0	1
30	-3	6	0.3	3

Results in M1 PAM parental, TAAR1 antagonist and CHRM5 agonist (5 entries from above):
nr | SMILES | M1 PAM parental | TAAR1 antagonist | CHRM5 agonist
11 | c1ccc(-c2nn3c(-c4ccccc4)nnc3s2)cc1 | 17 | 10 | -2
12 | C=CCn1cc(C(=O)OC)c(=O)c2cc(S(=O)(=O)N(CC)CC)ccc21 | -5 | -2 | -2
13 | Cc1csc(/C(=N/OC(=O)c2ccco2)C(N)=O)n1 | 17 | -23 | 1
14 | CCOC(=O)c1cnc(-c2cccc(OC)c2)[nH]c1=O | -3 | 11 | -1
15 | O=C(NC1CC1)C1CCN(S(=O)(=O)c2ccc(Cl)c([N+](=O)[O-])c2)CC1 | 4 | 0 | -1

Some of the entries so far, with bars between the fields.
nr | Structure | CHRM5 agonist | TAAR1 agonist | CHRM4 PAM | M1 PAM parental | CRFBP-R2 block | TAAR1 antagonist | M5 antag | CRFBP-R2 agonist | CHRM5 PAM
30 | COC(=O)[C@@]1(Cc2ccccc2)[C@H]2C(=O)N(Cc3ccccc3)C(=O)[C@H]2[C@H]2CN=C(SCc3ccccc3)N21 | 2 | 3 | -8 | 16 | 12 | -3 | 6 | 0.3 | 3
19 | COc1ccc(C(=O)c2ccc(Br)cc2)c(OC)c1OC | -9 | -1 | 2 | 18 | 37 | -24 | 8 | -6.4 | 10

New compounds follow:
nr	structure	CHRM5 agonist	TAAR1 agonist	CHRM4 PAM	M1 PAM parental	CRFBP-R2 block
31	COc1ccccc1CNC(=O)CN1C(=O)NC(c2ccccc2)(c2ccccc2)C1=O	-7	2	2	12	0
32	Cc1cc(C)n(/N=C\c2c(O)ccc3ccccc23)c(=O)c1C(N)=O	1	7	0	26	-2
33	CCN(CC)S(=O)(=O)c1cccc(C(=O)OCC(=O)Nc2ccc3c(c2)c2ccccc2n3CC)c1	-1	2	8	26	3
34	COc1ccc2c(c1)C(=C(C#N)C#N)C(=O)N2CCc1ccccc1	9	26	-4	16	-16
35	O=C(NN1C(=O)/C(=C/c2cccc(O)c2)SC1=S)c1ccccc1O	-5	-1	6	26	8
36	CC(=O)C1=NOC2C(=O)N(c3ccccc3)C(=O)C12 (centres undefined)	-1	6	-1	11	-11
37	CC1=C(C(=O)OC2CCCCC2)C(c2ccccc2)NC(=O)N1 (centres undefined)	-1	-2	2	18	-8
38	O=C(O)c1cc2[nH]c3c(c2cc1Cl)CCCC3	-6	0	9	6	1
39	CC(=O)Nc1cc2c(cc1[N+](=O)[O-])-c1ccccc1C2O (centres undefined)	8	x	-4	5	-2
40	COc1ccc(NC(=O)Cn2c(=O)n(CC(=O)NCc3ccco3)c(=O)c3ccccc32)cc1	-4	3	1	10	6
41	Cc1nc(Cl)c(C(=O)NCCc2ccccc2)c(C)c1[N+](=O)[O-]	-4	1	6	0	3
42	CCC(C)(C)n1nnnc1CN1CCN(c2nc3cc(OC)ccc3cc2C#N)CC1	-7	9	-12	13	9
43	CC(C)(C)c1ccc(OCC(=O)N2CCN(c3ccccn3)CC2)cc1	1	1	-1	-9	-2
44	O=C(Nc1nccs1)c1csc2c1CCCC2	-7	14	-3	-6	-30
45	Cc1onc(-c2ccccc2Cl)c1C(=O)Nc1ccc(-n2nncc2-c2ccco2)cc1	-3	x	-10	9	9
46	CCNC(=O)CN(Cc1ccccc1)S(=O)(=O)c1ccccc1	1	1	-3	8	11
47	CCCNC(=O)NS(=O)(=O)c1cnccc1Sc1ccc(Cl)c(Cl)c1	-2	10	5	18	-9

nr	TAAR1 antagonist	M5 antag	CRFBP-R2 agonist	CHRM5 PAM
31	-6	-6	0.0	6
32	10	0	-1.7	2
33	-1	1	-0.1	2
34	22	-4	-0.4	6
35	8	3	0.3	-7
36	-17	3	0.4	0
37	-6	-3	0.7	3
38	11	12	-1.8	-5
39	x	1	-3.9	0
40	-8	-2	-1.2	14
41	-12	11	1.5	-2
42	31	3	0.8	-41
43	11	12	-2.6	-4
44	-11	3	-0.1	0
45	x	-1	2.4	-12
46	3	-4	-0.9	1
47	-1	-4	1.4	-1

Compound activity as filed in PubChem BioAssay.
